# Bioassay records (PubChem)
# hERG protect = compounds protecting human hERG from proarrhythmic drug block; Q12809; CHO-hERG, FluxOR thallium flux, dofetilide IC70 present; activation (rescue from dofetilide block), less the hit threshold, % at 10 µM; hit rate 0.51% among 310,000; AID 1511;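 active means activation above the mean of controls blocked by dofetilide plus 5 SD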;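 further: thallium influx through hERG after potassium depolarization seen as dye fluorescence rise; in these data hits start at about 4.7%; inactives centre near -7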
# TRPC4 act = activators of mouse TRPC4 channel; Q9QUQ5; HEK293 TRPC4beta/mu-opioid, Fluo4 calcium fluorescence; active compounds read high; B-score at 10 µM; hit rate 0.49% among 310,000;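 active means B-score above 5 SD of library B-scores, and initial fluorescence ratio not above library mean plus 5 SD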;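 further: positive B-score marks a calcium rise read as TRPC4 activation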
# Target sequence (Q9QUQ5 whole entry, looked up): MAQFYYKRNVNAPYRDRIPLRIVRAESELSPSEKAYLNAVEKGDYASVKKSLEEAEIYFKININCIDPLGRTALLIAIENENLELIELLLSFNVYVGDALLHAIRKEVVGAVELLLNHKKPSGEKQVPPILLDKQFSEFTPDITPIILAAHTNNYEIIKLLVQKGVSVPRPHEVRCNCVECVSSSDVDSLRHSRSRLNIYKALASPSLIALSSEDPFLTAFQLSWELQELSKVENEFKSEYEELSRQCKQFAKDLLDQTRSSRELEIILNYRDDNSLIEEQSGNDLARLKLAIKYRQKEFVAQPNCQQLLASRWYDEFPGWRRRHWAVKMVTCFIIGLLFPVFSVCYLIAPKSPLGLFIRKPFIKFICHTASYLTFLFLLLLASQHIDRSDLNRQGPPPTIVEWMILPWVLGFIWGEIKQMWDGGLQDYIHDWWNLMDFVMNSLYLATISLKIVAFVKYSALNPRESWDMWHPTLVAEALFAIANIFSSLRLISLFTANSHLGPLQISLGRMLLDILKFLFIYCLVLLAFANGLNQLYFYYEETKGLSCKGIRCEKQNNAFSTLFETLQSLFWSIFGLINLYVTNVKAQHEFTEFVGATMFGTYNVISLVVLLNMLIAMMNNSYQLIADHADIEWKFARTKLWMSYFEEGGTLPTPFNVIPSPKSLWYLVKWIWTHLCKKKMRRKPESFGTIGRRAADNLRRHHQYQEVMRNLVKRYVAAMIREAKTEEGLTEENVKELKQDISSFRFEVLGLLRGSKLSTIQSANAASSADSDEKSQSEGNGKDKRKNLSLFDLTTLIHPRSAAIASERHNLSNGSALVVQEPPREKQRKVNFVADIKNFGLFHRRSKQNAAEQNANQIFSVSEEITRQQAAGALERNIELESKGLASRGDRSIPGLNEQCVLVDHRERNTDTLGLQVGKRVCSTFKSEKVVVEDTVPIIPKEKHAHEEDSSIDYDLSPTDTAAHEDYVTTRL
#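 Material: HEK293 stable line with TRPC4beta plus mu-opioid receptor; technique: Fluo4 calcium-sensitive dye fluorescence, kinetic, 1 Hz baseline; timing: Fluo4 dye loading 45 min at room temperature, 110 s recording; controls: assay buffer as low control, maximal DAMGO as high control; read-out: integrated baseline-normalised fluorescence ratio, converted to per-well B score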
# TMEM16A inh = mouse TMEM16A channel inhibition, primary screen | Q8BHY3 | HEK293 TMEM16A/YFP iodide influx fluorescence, ionomycin | normalized B-score (activity score, 25-100; higher = stronger inhibition) at 10 µM | hit rate 1.2% among 310,000;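 active means ratio plate-corrected score three or more library SD toward inhibition, starting fluorescence score within five deviations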;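 further: score derived from kinetic fluorescence span divided by baseline fluorescence per well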
# HDAC3 inh = human HDAC3 inhibition; recombinant HDAC3, fluorogenic peptide/trypsin coupled, fluorescence; inhibition, % at 8.3 µM; hit rate 0.15% among 320,000; in the data active means inhibition above about 26%, passing the limit was not always enough
# KCNK3 block = human KCNK3 channel inhibition, primary screen; CHO-KCNK3 thallium flux, FluxOR fluorescence; active compounds read low; B-score at 10 µM; hit rate 0.84% among 340,000; AID 602410;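 active means B-score under library mean minus 4 SD, starting fluorescence ratio at most library mean plus 5 SD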;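 further: more negative B-score means stronger inhibition of thallium flux through KCNK3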
# KCNQ1 block = blocks the human KCNQ1 potassium channel; hit rate 1.3% among 310,000; P51787; B-score at 10 µM; CHO-K1 KCNQ1, FluxOR thallium flux fluorescence; active compounds read high;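 active means compounds whose thallium flux B-score, printed positive for inhibition, exceeds three library SD while starting fluorescence stays within three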;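 further: channel opened by potassium depolarization with thallium stimulus after 20 min compound exposure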
# KCNQ1 act = potentiates or activates the human KCNQ1 potassium channel | B-score at 10 µM | hit rate 0.35% among 310,000 | P51787 | CHO-K1 KCNQ1, thallium flux FluxOR fluorescence; active compounds read high;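 active means fluorescence ratio B-score, a plate-corrected score, at least three library SD, with initial intensity B-score within 5 SD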
#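 Doses: Single concentration per compound, DMSO matched to controls | Test system: KCNQ1-transfected CHO-K1 cells | Timing: 90 min dye loading and 20 min compound exposure, both at room temperature | Measured by: Kinetic FluxOR thallium fluorescence, 10-s 1-Hz baseline, 110-s post-stimulus read | Medium: Assay buffer with matched DMSO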
# KCNK9 block = human KCNK9 channel inhibition. HEK293 KCNK9, FluxOR thallium flux fluorescence; active compounds read low. AID 488922. hit rate 1.2% among 310,000. B-score at 10 µM. Q9NPC2;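 active means ratio B-score over 3 SD below the library mean, with starting fluorescence within 5 SD of its mean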;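 further: negative B-score means less thallium flux so channel inhibition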
# Dyrk1A ADPGlo = inhibitors of rat Dyrk1A kinase; Q63470; ADP-Glo luminescence, NFATc1 peptide; inhibition, % at 12.5 µM; hit rate 0.43% among 310,000; in the data active means inhibition above about 50%;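 further: plate controls were vehicle with enzyme for no effect and no enzyme for full effect; many of its hits are not listed in these tables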
# ANO1 activ = mouse TMEM16A channel activation, primary screen; B-score at 10 µM; HEK293 TMEM16A/YFP-H148Q/I152L, iodide quench fluorescence; active compounds read low; Q8BHY3; hit rate 0.3% among 340,000;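 active means fluorescence-ratio B-score plate-corrected deviation score at least 3 library SD below zero, with starting fluorescence score within 5 deviations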;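 further: channel opened by trigger with iodide after compound preincubation; score built on the fluorescence ratio of max minus min over baseline; more negative score means more quench and so TMEM16A activation or potentiation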
# TRPC4 PAM = allosterically enhances the mouse TRPC4 cation channel | Q9QUQ5 | B-score at 10 µM | hit rate 0.42% among 310,000 | HEK293 TRPC4beta/mu-opioid, DAMGO EC20, Fluo-4 Ca2+ flux; active compounds read high;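 active means B-score of calcium response area above 5 SD of library B-scores, with initial fluorescence ratio within 5 SD of library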;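 further: B-score of integrated fluorescence ratio over time as area under calcium response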
# Numbers without * were called inactive; i = inactive; · = not tested or not shown. An excerpt; rates above refer to the full screens.
# A first look:
Compound	hERG protect	TRPC4 act	TMEM16A inh	HDAC3 inh	KCNK3 block	KCNQ1 block	KCNQ1 act	KCNK9 block	Dyrk1A ADPGlo	ANO1 activ	TRPC4 PAM
CCCCc1nnc(NC(=O)CSCc2cc(=O)n3c(C)csc3n2)s1	-3	i	i	3	i	i	i	i	-6	i	i
COc1ccc(S(=O)(=O)Nc2nncs2)cc1	-10	i	i	9	i	i	i	i	-5	i	i

# The whole of this part, from the start:
Compound	hERG protect	TRPC4 act	TMEM16A inh	HDAC3 inh	KCNK3 block	KCNQ1 block	KCNQ1 act	KCNK9 block	Dyrk1A ADPGlo	ANO1 activ	TRPC4 PAM
CCCCc1nnc(NC(=O)CSCc2cc(=O)n3c(C)csc3n2)s1	-3	i	i	3	i	i	i	i	-6	i	i
COc1ccc(S(=O)(=O)Nc2nncs2)cc1	-10	i	i	9	i	i	i	i	-5	i	i
O=C(NCc1ccccc1)C1C2C=CC3(CN(Cc4cccnc4)C(=O)C13)O2 (centres undefined)	-9	i	i	2	i	i	i	i	2	i	i
O=C(O)C1CCC(=O)N1C(=O)OCc1ccccc1 (centres undefined)	-2	i	i	·	i	i	i	i	2	i	i
COc1ccc(CCC(=O)NC(C)C2CCCO2)cc1 (centres undefined)	-7	i	i	8	i	i	i	i	7	i	i
COc1cccc(OC(=O)N2CCOCC2)c1	0	i	i	-6	i	i	i	i	2	i	i
COc1cccc(NC(=O)NNC(=O)CCc2ccc(O)c(O)c2)c1	-4	i	i	-1	i	i	i	i	-1	i	i
CCCCOCCCNC(=O)/C=C/c1ccccc1Cl	-9	i	i	1	i	i	i	i	9	i	i
CCc1ccccc1NC(=S)N(CCc1ccncc1)C(C)C	-17	i	i	-2	i	i	i	i	8	i	i
O=C(CS(=O)(=O)c1ccccc1)Nc1nc(-c2ccccc2)cs1	-11	i	i	11	i	i	i	i	9	i	i
CCOc1ccccc1OCCCCCc1c(C)n[nH]c1C	-23	i	i	10	i	i	i	i	6	i	i
COc1ccc(Cl)cc1NC(=O)C(C)Sc1n[nH]c(N)n1 (centres undefined)	-5	i	i	-4	i	i	i	i	-11	i	i
CCn1c(=O)c(C(=O)Nc2ncccc2O)c(O)c2ccccc21	-8	i	i	5	i	i	i	i	3	i	i
COC(=O)c1c(NC(=O)c2cccs2)sc2c1CCC(C)C2 (centres undefined)	-4	i	i	0	i	i	i	i	11	i	i
Cc1ccc(NC(=O)CCOc2ccccc2C)cc1F	-9	i	i	9	i	i	i	i	-8	i	i
COC(=O)C1=C(C)N(Cc2ccc(OC)cc2)C(=O)C1	-8	i	i	12	i	i	i	i	-4	i	i
CN(C)S(=O)(=O)c1cccc(NC(=O)COC(=O)CCSc2ccc(Cl)cc2)c1	-5	i	i	-2	i	i	i	i	0	i	i
O=C(CN1CCN(S(=O)(=O)c2ccc(Br)cc2)CC1)N/N=C/c1cccs1	-11	i	i	-2	i	i	i	i	2	i	i
COc1ccc(-n2nc(C(=O)NCC(=O)N3CCN(Cc4ccccc4)CC3)c3ccccc3c2=O)cc1OC	-11	i	i	5	i	i	i	i	14	i	i
CCN1CCN(CCCNC(=O)c2ccccc2NC(=O)C2=C(C)OCCS2)CC1	-2	i	i	-1	i	i	i	i	1	i	i
Cc1nc(C(C)NC(=O)c2cc(COc3ccc(F)c(F)c3)on2)cs1 (centres undefined)	-7	i	i	9	i	i	i	i	4	i	i
CCOc1ccccc1OCC(=O)Nc1ccc(OC)c(S(=O)(=O)N2CCCCC2)c1	-16	i	i	7	i	i	i	i	2	i	i
Cc1ccc(C(C)C)c(OCC#CCN2CCOCC2)c1	-6	i	i	0	i	i	i	i	-1	i	i
Cc1noc(C(=O)N2CC3(C)CC2CC(C)(C)C3)c1Cl (centres undefined)	-14	i	i	4	i	i	i	i	-1	i	i
O=S(=O)(c1cccs1)N1CCN(CC(O)COC2CCCc3ccccc32)CC1 (centres undefined)	1	i	i	-1	i	i	i	i	-5	i	i
COc1ccc(NC(=O)Nc2ccc(C(=O)N3CCOCC3)cc2)c(OC)c1	-5	i	i	0	i	i	i	i	1	i	i
Cc1cccc(Oc2coc3cc(OC(=O)c4cccs4)ccc3c2=O)c1	-4	i	i	13	i	i	i	i	14	i	i
O=C(CN(C(=O)c1csnn1)c1ccc(F)cc1)NCc1ccc2c(c1)OCO2	-8	i	i	-3	i	i	i	i	1	i	i
NC(=O)c1cc(S(=O)(=O)N2CCc3ccccc3C2)cs1	-2	i	i	6	i	i	i	i	-2	i	i
C/C(Cc1ccccc1)=N/NC(=O)CCCC(=O)N/N=C(/C)Cc1ccccc1	1	i	i	7	i	i	i	i	-2	i	i
COc1ccccc1-c1c(C#N)c(SCC(=O)N2CCCC2)nc(C)c1C(N)=O	-3	i	·	·	·	i	i	i	·	·	i
Nc1c(C(=O)Nc2ccc(Cl)c(C(=O)O)c2)sc2nc3c(cc12)CCCC3	-5	i	i	-4	i	i	i	i	17	i	i
O=C(CSc1nc2cc(Cl)ccc2o1)Nc1ccc(N2CCOCC2)cc1	-12	i	i	·	i	i	i	i	-2	i	i
CCn1ncc(NC(=S)NCCc2ccccc2)c1C(N)=O	-9	i	i	2	i	i	i	i	-1	i	i
Cc1ccc(C)c(NC(=O)CCC(=O)N/N=C/c2ccc3c(c2)OCO3)c1	-7	i	i	-14	i	i	i	i	-3	i	i
O=C(CCCn1c(=O)c2sccc2n(CC(=O)OCc2ccccc2)c1=O)NCc1ccco1	-15	i	i	1	i	i	i	i	3	i	i
O=C(N/C(=C/c1ccccc1)C(=O)N1CCCCC1)c1ccco1	-3	i	i	0	i	i	i	i	-6	i	i
O=C(O)c1ccc(CSc2nnc(-c3ccncc3)n2-c2ccc(Br)cc2)cc1	-8	i	i	-1	i	i	i	i	0	i	i
CC(C)c1ccc(N(CC(=O)N2CCOCC2)S(C)(=O)=O)cc1	-1	i	i	-5	i	i	i	i	32	i	i
Cc1cc(C(=O)CSc2nnc(-c3ccc(F)cc3)o2)c(C)n1CC1CCCO1 (centres undefined)	-6	i	i	4	i	i	i	i	-3	i	i
Cc1cccc(NC(=O)CN2C(=O)CCS(=O)(=O)c3ccccc32)c1C	-7	i	i	-7	i	i	i	i	4	i	i
CCOC(=O)CC1=C(C(=O)OCC)C(c2ccc(C)o2)C(C#N)=C(N)O1 (centres undefined)	-2	i	i	14	i	i	i	i	-2	i	i
Oc1ccc2ccccc2c1CNc1ccc(Br)cn1	-11	i	i	2	i	i	i	i	1	i	i
OCCC1CN(Cc2ccc(C(F)(F)F)cc2)CCN1Cc1ccccc1 (centres undefined)	-16	i	i	5	i	i	i	i	-5	i	i
O=C(Nc1ccnn1C1CCN(C(=O)Cc2cccc(Cl)c2)CC1)C1CC1	-6	i	i	-4	i	i	i	i	13	i	i
Clc1nc(CN2CCCCC2)nc2sc3c(c12)CCC3	-13	i	i	0	i	i	i	i	1	i	i
CC1CN(C(=O)c2ccccc2NS(=O)(=O)c2cccc([N+](=O)[O-])c2)CC(C)O1 (centres undefined)	-10	i	i	4	i	i	i	i	-3	i	i
O=C(CCC(=O)c1ccc(Oc2ccccc2)cc1)Nc1ccc(Cl)cc1Cl	-7	i	i	-2	i	i	i	i	·	i	i
CCNC(=O)c1cc2ccccc2o1	-6	i	i	-1	i	i	i	i	3	i	i
COc1ccccc1CCNC(=O)C(=O)NCC1OCCCN1S(=O)(=O)c1cc(C)ccc1C (centres undefined)	-11	i	i	-1	i	i	i	i	-1	i	i
CCCN1CCC(=O)N(CCSc2ccc(NC(C)=O)cc2)CC1	-11	i	i	-6	i	i	i	i	-5	i	i
COc1ccc(CC(=O)Nc2ccc(-c3cn4cccc(C)c4n3)cc2)cc1OC	-3	i	i	1	i	i	i	i	10	i	i
CCCN1Cc2cccc(C(=O)Nc3ccc(C)cc3)c2C1=O	-11	i	i	3	i	i	i	i	-2	i	i
COc1cccc(C(C(=O)Nc2ccc(F)cc2)N(C(=O)Cn2nnc3ccccc32)C2CC2)c1 (centres undefined)	-8	i	i	3	i	i	i	i	0	i	i
COc1cccc(/C=N/NC(=O)C[n+]2ccccc2)c1O	-14	i	i	1	i	i	i	i	0	i	i
Cc1ccc(C(=O)NNC(=O)C(C)Oc2ccc3ccccc3c2)o1 (centres undefined)	-7	i	i	2	i	i	i	i	13	i	i
COC(=O)C1C(=O)C2=C(CC1C)NC(=O)CC2c1ccc(F)cc1 (centres undefined)	-2	i	i	-6	i	i	i	i	-1	i	i
O=C(Cn1nnc(-c2ccccc2)n1)N/N=C/c1cccc([N+](=O)[O-])c1	-6	i	i	5	i	i	i	i	5	i	i
O=C(CCC1CCCC1)NC1CCCCC1	-8	i	i	-3	i	i	i	i	10	i	i
CCCNC(=S)N1CCN(c2nc(-c3ccc(C)cc3)cs2)CC1	-9	i	i	1	i	i	i	i	1	i	i

# Continued:
Compound	hERG protect	TRPC4 act	TMEM16A inh	HDAC3 inh	KCNK3 block	KCNQ1 block	KCNQ1 act	KCNK9 block	Dyrk1A ADPGlo	ANO1 activ	TRPC4 PAM
Cc1ccc2c(C)c(C(=O)N3CCN(C4CCS(=O)(=O)C4)CC3)oc2c1C (centres undefined)	-8	i	i	-2	i	i	i	i	·	i	i
Cn1c(C(=O)Nc2ccc3c(c2)OCCO3)cc2sccc21	-10	i	i	6	i	i	i	i	-36	i	i
CC(C(=O)N1c2ccccc2CCc2ccccc21)n1nnc(-c2ccc(N(C)C)cc2)n1 (centres undefined)	-2	i	i	11	i	i	i	i	2	i	i
COc1ccc(Cc2nnc(NC(=O)Cn3cnc4c3c(=O)n(C)c(=O)n4C)s2)cc1OC	-2	i	i	-3	i	i	i	i	1	i	i
COC(=O)[C@@H]1[C@H](CCc2ccccc2)NC(=O)N(Cc2ccccc2)[C@@H]1C	-4	i	i	7	i	i	i	i	2	i	i
O=[N+]([O-])c1ccc(Cl)cc1NCC1CCCO1 (centres undefined)	-5	i	i	5	i	i	i	i	4	i	i
O=C(c1ccoc1)N1CCCC(CO)(CCCc2ccccc2)C1 (centres undefined)	-11	i	i	2	i	i	i	i	-7	i	i
Cc1ccc(-n2c(SCC(=O)NCc3ccco3)nc3c([nH]c4ccccc43)c2=O)cc1	-18	i	i	-2	i	i	i	i	1	i	i
O=C(CCCCCN1C(=O)c2cccc3cccc(c23)C1=O)NCCO	-8	i	i	-10	i	i	i	i	1	i	i
